Bioassay records deposited in PubChem by NMMLSC.
RGS8-Gao – human RGS8-Galphao interaction regulation | AID 1423 | P09471 | 0.34% of 220,000 active | response (percent of control binding), % at 10 µM | multiplexed bead flow cytometry, RGS8-Galphao binding; actives lie on both sides; in the data active means response below about 60% or above about 140%; inactive means in between;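 further: Galphao activated as the GDP aluminium fluoride complex binding bead-coupled RGS8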
Target sequence (P09471 whole entry, looked up): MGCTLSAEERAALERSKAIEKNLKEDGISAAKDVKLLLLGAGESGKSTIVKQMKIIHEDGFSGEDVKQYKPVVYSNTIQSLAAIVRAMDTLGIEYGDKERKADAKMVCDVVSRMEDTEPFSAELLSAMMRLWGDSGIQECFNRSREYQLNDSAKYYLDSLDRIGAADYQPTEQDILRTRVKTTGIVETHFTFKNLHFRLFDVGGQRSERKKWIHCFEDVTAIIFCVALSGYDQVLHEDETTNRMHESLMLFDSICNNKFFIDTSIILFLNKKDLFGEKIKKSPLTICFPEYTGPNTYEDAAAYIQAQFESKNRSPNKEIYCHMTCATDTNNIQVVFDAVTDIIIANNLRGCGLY
RGS7-Gao – regulators of human RGS7-Galphao interaction | binding response (% of control), % at 10 µM | 0.35% of 220,000 active | AID 1439 | Multiplexed bead flow cytometry, RGS7-Galphao binding; actives lie on both sides | P09471; in the data active means binding response below about 49% or above about 150%; inconclusive means no clear call, values can overlap the other calls; inactive means in between;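 further: fluorescent Galphao held in activated GDP-AlF4 state binding bead-coupled RGS7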
ABCG2 inh – blocks JC-1 efflux by human ABCG2 transporter | Q9UNQ0 | IgMXP3 cells, flow cytometry | inhibition, % at 6.6 µM | 0.1% of 190,000 active | AID 1325;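 active means inhibition above 80%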;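 further: 0% = DMSO and 100% = nicardipine control wells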
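Incubation: cells with compound and JC-1, 10 min at 25 °C, rotating, no wash / Test system: IgMXP3 (ABCG2) plus far-red-tagged CCRF-Adr (ABCB1) cells / Compound dosing: one concentration, 6.6 µM final / Also added: JC-1 fluorescent substrate / Evaluation: efflux inhibition in percent versus controls / Detection: flow cytometry, 530 nm JC-1 signal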
Bcl-W Bim block – disrupts Bim peptide binding to human Bcl-W; bead-based flow cytometry; 0.02% of 190,000 active; AID 952; inhibition, % at 10 µM;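 further: 0% = bound tracer without compound and 100% = peptide blocker; higher means less fluorescent Bim peptide bound to Bcl-W beads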
Target sequence (Q92843 whole entry, looked up): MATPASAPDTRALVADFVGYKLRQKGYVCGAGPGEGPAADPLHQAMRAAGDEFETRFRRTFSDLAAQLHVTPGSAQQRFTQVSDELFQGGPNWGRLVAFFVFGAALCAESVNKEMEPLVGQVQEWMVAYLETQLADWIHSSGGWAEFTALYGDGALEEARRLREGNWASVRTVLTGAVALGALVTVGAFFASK
Bim-Bcl-2 – human Bim-Bcl-2 interaction inhibition; Bead-based flow cytometry, Bim peptide-Bcl-2 binding; inhibition, % at 10 µM; 0.06% of 190,000 active; AID 950; in the data active means inhibition above about 40%; inconclusive means no clear call, values can overlap the other calls;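 further: 0% = no compound wells with probe peptide and 100% = reference peptide inhibitor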
Bim-Bfl-1 – inhibitors of Bim-Bfl-1 interaction, human; Q16548; Bead-based flow cytometry, Bim-Bfl-1 binding inhibition; inhibition, % at 10 µM; 0.12% of 190,000 active;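 further: 0% = wells without compound plus tracer and 100% = blocker peptide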
Bim-Bcl-XL – disrupts Bim peptide binding to human Bcl-XL; 0.04% of 190,000 active; inhibition, % at 10 µM; AID 1007; bead flow cytometry, fluorescence; Q07817
Target sequence (Q07817 whole entry, looked up): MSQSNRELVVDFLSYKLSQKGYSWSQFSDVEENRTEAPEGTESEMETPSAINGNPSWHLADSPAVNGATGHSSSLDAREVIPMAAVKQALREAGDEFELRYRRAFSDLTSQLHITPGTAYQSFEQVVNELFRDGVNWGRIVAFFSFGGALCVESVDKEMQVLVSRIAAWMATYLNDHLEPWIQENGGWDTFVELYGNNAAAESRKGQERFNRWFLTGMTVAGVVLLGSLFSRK
ABCB1 block – blocks JC-1 efflux by human ABCB1 transporter. P08183. CCRF-Adr cells, flow cytometry. inhibition, % at 6.6 µM. 0.067% of 190,000 active; in the data active means inhibition above about 40%;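 further: 0% = vehicle and 100% = reference inhibitor; higher value means more JC-1 retained so stronger ABCB1 efflux block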
GSH fluor – GSH bead compound fluorescence profile; fluorescence (KMESF) at 10 µM; GSH beads flow cytometry, compound fluorescence 488/530 nm; hits give high values; 0.25% of 190,000 active; in the data active means fluorescence above about 89;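 further: glutathione beads carrying GST-tagged Bcl family fusion proteins plus one bare bead set; values are compound well signal with DMSO vehicle wells as background; inactives centre near 16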
RGS4-Gao reg – human RGS4-Galphao interaction regulation; P09471; Multiplexed bead flow cytometry, RGS4-Galphao binding; actives lie on both sides; binding response (% of control), % at 10 µM; 0.33% of 220,000 active; AID 1415; in the data active means binding response below about 49% or above about 150%; inactive means in between;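 further: fluorescent Galphao activated with aluminum fluoride binding bead-coupled RGS4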
Bim-Bcl-B – inhibitors of Bim-Bcl-B interaction, human; Q9HD36; bead-based flow cytometry, Bim peptide-Bcl-B binding; inhibition, % at 10 µM; 0.073% of 190,000 active;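 further: 0% = tracer peptide without compound and 100% = reference inhibitor peptide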
Target sequence (Q9HD36 whole entry, looked up): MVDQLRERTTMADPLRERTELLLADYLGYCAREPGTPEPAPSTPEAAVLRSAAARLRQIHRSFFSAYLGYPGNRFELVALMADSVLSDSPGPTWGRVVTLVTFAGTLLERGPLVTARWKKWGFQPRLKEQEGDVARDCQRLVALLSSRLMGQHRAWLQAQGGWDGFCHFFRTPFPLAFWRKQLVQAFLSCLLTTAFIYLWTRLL
* hit, by the source's call; ? = inconclusive. Unless noted, no stated cut-off is given here; in the data, active means inhibition above about 40%.

SMILES	RGS8-Gao	RGS7-Gao	ABCG2 inh	Bcl-W Bim block	Bim-Bcl-2	Bim-Bfl-1	Bim-Bcl-XL	ABCB1 block	GSH fluor	RGS4-Gao reg	Bim-Bcl-B
C#CC1(NC(=O)NC(C)(C)C)CCCCC1	101	100	0	0	-2	-4	0	0.0	17	102	0
COc1ccc(N(CC(=O)Nc2ccc(C)cn2)S(=O)(=O)c2c(C)noc2C)cc1	94	91	12	0	-12	-11	1	2.5	31	92	-10
CCOC(=O)N=S(N)(=O)c1ccccc1 (stereo not given)	100	105	1	-2	4	-1	-2	-0.3	27	105	-1
CCOC(=O)N1CCN(C(=O)CSc2ccccc2)CC1	94	102	0	0	0	1	1	0.1	16	98	3
O=C(CCCN1C(=O)c2ccccc2C1=O)OC1CSCC1NC(=O)c1ccccc1 (stereo not given)	99	99	0	0	0	2	-5	0.0	14	99	-2
Cc1occc1-c1nnc(SCC(=O)N2CCN(c3ccccc3F)CC2)n1C	99	100	1	0	3	2	0	1.1	21	102	3
COc1ccccc1CNC(=O)c1c(N)n(CCCN2CCOCC2)c2nc3ccccc3nc12	106	105	4	14	0	1	5	7.7	23	104	-2
CCOC(=O)c1cnc(SC2CC(=O)N(c3ccc(C)cc3)C2=O)nc1N (stereo not given)	104	98	2	-4	-2	0	0	0.4	17	106	0
O=C(O)Cn1cccc1C(=O)c1ccccc1	94	92	0	-5	-2	-7	-4	0.6	11	91	-3
CC(C)NS(=O)(=O)c1ccc(NC(=O)C2CC3C=CC2C3)cc1 (stereo not given)	103	101	4	4	2	-3	4	0.7	10	103	0
CCOC(=O)N1CCN(C(=O)CS(=O)Cc2nc(-c3ccc(C)cc3)oc2C)CC1 (stereo not given)	100	96	2	1	-5	-9	-3	1.0	25	100	-8
Cc1cc(CNC(=O)c2cccc([N+](=O)[O-])c2)c2ccccc2n1	96	93	8	0	-1	-4	-4	-2.0	13	91	-2
CCCNC(=O)C(=O)Nc1ccc(N(C)C)cc1	98	99	28	-2	0	0	-4	2.9	11	101	-5
O=C(Nc1ncc(Cc2cc(Cl)ccc2Cl)s1)c1ccc([N+](=O)[O-])cc1	106	102	-1	-2	0	-1	0	-0.4	14	104	-1
CC(=Nc1ccc(C)c(C)c1)C1=C(O)CSC1=O	95	94	-4	-2	-5	-3	-2	-2.3	34	90	-11
COc1ccccc1-n1c(C)cc(C=O)c1C	96	94	-6	-2	-11	-21	-5	-0.3	32	96	-12
COC(=O)C1=C(C)NC(=S)NC1/C=C/c1ccccc1 (stereo not given)	106	106	1	-1	4	4	0	0.4	10	103	-18
COc1ccc(C(=O)N2CCCC2)cc1S(=O)(=O)N1CCC(C)CC1	100	103	3	-1	-1	-1	0	0.7	23	99	1
Cc1c(C(=O)C(=O)NCc2ccco2)c2ccccc2n1C	101	?	17	0	-1	-2	-5	1.6	17	98	-6
CCC(C)n1c(SC(C)C#N)nc2ccccc2c1=O (stereo not given)	99	99	2	1	-8	-7	-7	0.7	39	101	-9
O=C(Nc1ccc2c(c1)OCO2)c1cnc2n(c1=O)CCS2	99	102	30	-2	0	8	-3	2.9	66	93	0
COc1ccc(S(=O)(=O)Cc2ccc(C(=O)N3CCN(c4ccccc4F)CC3)o2)cc1	102	104	6	0	-9	-9	-2	0.6	21	102	-7
CN1/C(=C\C(=O)COC(=O)c2ccc(O)c(O)c2)C(C)(C)c2ccccc21	93	85	0	-3	-2	-2	0	-0.1	13	91	0
Cc1cc(NC(=O)c2cc(-c3ccccc3C)nc3ccccc23)no1	106	104	3	-1	0	0	-4	0.3	7	102	-6
CCOC(=O)CSc1nc2ccc(N3CCOCC3)cc2c(=O)n1Cc1ccccc1	96	100	6	5	-5	-7	-12	1.5	46	98	-10
CCN(CC)C(=O)c1cc2cc([N+](=O)[O-])ccc2s1	99	100	1	-1	-2	-2	0	0.2	19	102	0
Cc1ccc(S(=O)(=O)N2CC3CCCN3c3ccc(C(F)(F)F)cc32)cc1 (stereo not given)	98	95	5	-3	-5	-3	-4	0.5	14	99	-5
O=C(ONC1=NCCCCC1)c1cccc([N+](=O)[O-])c1	102	103	2	-6	-1	4	-3	-0.2	13	103	-2
COC(=O)N/N=C/c1cc(OC)c(O)c([N+](=O)[O-])c1	99	101	7	0	0	0	-2	1.7	7	101	-5
Cn1c(N)c(C(=O)c2ccc(Oc3ccccc3)cc2)c(=O)n(C)c1=O	101	100	0	-5	-6	-2	-5	5.3	11	103	-11
COc1ccc(-c2ccc(-c3nnn(CC(=O)N4CCOCC4)n3)cc2)cc1	101	100	1	-2	0	2	-1	0.5	15	98	0
Cc1ccccc1-c1nnc(SCCOc2ccc3c(C)cc(=O)oc3c2)o1	101	100	0	0	-8	-16	-10	0.1	5	95	-8
Cc1cccc(NC2=C(NCCO)C(=O)c3ccccc3C2=O)c1	100	94	2	-3	-1	0	-5	3.3	12	95	-5
CC1CCC(C(C)C)C(OCC(O)C[N+]2(C)CCCCC2)C1 (stereo not given)	103	99	1	-3	-12	-17	-9	0.2	55	103	-13
CCOc1ccc(-n2nc3c(=S)[nH]nc(C)c3c2C)cc1	104	97	-6	1	-1	0	-1	-1.1	7	101	1
COc1ccc(CN2CCOCC2)cc1	96	102	1	0	-3	-11	-3	0.1	13	100	-3
COc1ccc(/C=N/NC(=O)c2nc(Cl)c(Cl)c(N)c2Cl)cc1COc1ccccc1F	104	99	-1	-3	-3	-2	0	-0.3	13	98	-5
CCc1ccc([C@@H]2C[C@H]3CN(Cc4ccccc4OC)C(=O)[C@]34CCCN24)cc1	99	116	-1	0	-4	-6	-6	0.2	11	102	-3
CCN(CC(O)CON=C1c2ccccc2-c2ccccc21)S(=O)(=O)c1ccc(Cl)cc1 (stereo not given)	111	108	8	-3	-4	-2	-5	1.5	17	106	-6
CCN1CCN(C(=O)CCc2ccc(S(=O)(=O)NCCc3ccccc3)cc2)CC1	102	95	-1	-5	-1	-4	-8	0.0	12	99	-4
O=S(=O)(c1ccccc1)N1CCN(S(=O)(=O)c2ccccc2)C1	98	98	-4	-5	5	10	-4	0.7	26	99	0
COC(=O)/C(=N\Nc1ccccc1)Sc1nnc(-c2ccc(OC)cc2)n1C	98	103	0	0	-1	-4	-1	-0.5	11	101	-8
NNc1nc(C(F)(F)F)nc2ccccc12	104	103	3	0	-2	-2	-4	0.6	16	111	-3
CC(=O)/C(C(=N)N1CCN(c2cccc(Cl)c2)CC1)=C(\C)O	101	99	2	1	-3	-2	-1	0.3	12	100	-3
Cc1cc(C(=O)N2CCc3c([nH]c4ccccc34)C2c2c(F)cccc2Cl)no1 (stereo not given)	100	98	8	0	-3	-7	-1	1.7	12	97	-8
CN(C)S(=O)(=O)n1cnc2ccccc21	101	99	2	1	-6	-11	-9	0.5	23	98	-8
CC1C(=O)CCCCCCCCCC2C1(N1CCOCC1)CS2(=O)=O (stereo not given)	99	97	-1	-1	0	-3	-3	0.0	31	97	-3
CC(C)CN1CCN(Cc2cnc(-c3ccc(Cl)cc3)nc2)CC1CCO (stereo not given)	100	97	2	-2	-6	-6	-4	0.9	9	100	-6
Cc1ccc2c(c1)cc(CN(Cc1ccc3c(c1)OCO3)C(=O)c1ccccc1)c1nnnn12	100	100	4	-1	-2	0	-2	2.0	15	105	0
CCOc1ccc(OCC)c(NS(=O)(=O)c2cccc3nsnc23)c1	98	97	1	-2	-8	-12	9	0.2	39	101	-9
O=c1[nH][nH]cc1C=Nc1ccc(Cl)cc1Cl	103	?	3	-1	0	4	0	0.0	12	104	5
COc1cc(Cl)cc(C2NC(=O)NC(C)=C2C(=O)NCc2ccccc2)c1O (stereo not given)	93	98	0	-1	0	-1	-7	0.5	32	97	-1
O=C(CCCc1c[nH]c2ccccc12)NCC1COc2ccccc2O1 (stereo not given)	103	107	18	0	-1	0	-2	1.2	24	103	3
CSc1nc(N)c2c3c(sc2n1)COC(C(C)C)C3 (stereo not given)	104	103	0	-2	-4	-2	-4	0.0	11	102	0
N/C(=N\OC(=O)/C=C/c1ccccc1)c1ccccc1	99	101	47	0	-10	-16	-12	-2.6	36	99	-6
O=S(=O)(NCc1ccc(F)cc1)c1cccc(S(=O)(=O)N2CCOCC2)c1	100	96	-1	-1	-8	-3	-3	0.1	36	97	-5
c1ccc(-c2nnnn2CCOCCn2nnnc2-c2ccccc2)cc1	106	104	2	0	-6	-9	-1	0.4	69	106	-7
Cc1cc(C)n2nc(SCCC(=O)NCc3ccccc3)nc2n1	100	?	11	2	0	-3	0	0.2	12	99	-4
CC1(C(=O)NCC2CCCO2)Oc2cccnc2NC1=O (stereo not given)	101	99	2	-4	-1	3	-2	-0.1	10	101	-1
O=C(COc1ccccc1O)Nc1ccccc1Cl	100	100	18	0	-3	0	-2	0.4	15	102	0

Grouped by structure, those above with a thiophene ring, fused or not (two)
SMILES	RGS8-Gao	RGS7-Gao	ABCG2 inh	Bcl-W Bim block	Bim-Bcl-2	Bim-Bfl-1	Bim-Bcl-XL	ABCB1 block	GSH fluor	RGS4-Gao reg	Bim-Bcl-B
CCN(CC)C(=O)c1cc2cc([N+](=O)[O-])ccc2s1	99	100	1	-1	-2	-2	0	0.2	19	102	0
CSc1nc(N)c2c3c(sc2n1)COC(C(C)C)C3 (stereo not given)	104	103	0	-2	-4	-2	-4	0.0	11	102	0

Next section:
SMILES	RGS8-Gao	RGS7-Gao	ABCG2 inh	Bcl-W Bim block	Bim-Bcl-2	Bim-Bfl-1	Bim-Bcl-XL	ABCB1 block	GSH fluor	RGS4-Gao reg	Bim-Bcl-B
CCCCCCCCNC(=O)c1cccnc1SCC(=O)Nc1ccc(OC)cc1OC	105	109	33	26	22	18	26	0.3	5	98	37
CN1CCN(C2=Cc3ccccc3Sc3cc(F)c(Cl)cc32)CC1	114	102	-2	-7	3	-2	-9	-0.1	17	100	-12
CCOC(=O)c1cc2ccc(OC(=O)c3ccco3)cc2oc1=O	100	104	0	1	2	0	1	-0.2	11	102	5
CCOc1nc(-c2ccncc2)nc2ccccc12	97	95	5	1	-10	-8	-1	0.8	51	95	-8
CC1(C)CC(=O)C2=C(C1)NCN(Cc1ccccc1)C2	103	102	4	0	-6	-11	-7	0.6	47	102	-7
CC(C)(O)C(O)COc1c2ccoc2cc2oc(=O)ccc12 (stereo not given)	100	101	4	2	-2	1	1	0.7	22	98	0
CCCCn1cc(C(=O)c2cc(Br)ccc2O)cc(C#N)c1=O	100	105	2	-3	-4	0	-6	0.5	12	99	-5
Cc1ccc2c(c1)c1c(n2CC(O)Cn2nc(C)c(Br)c2C)C(=O)CCC1 (stereo not given)	97	102	8	3	1	-3	-3	1.0	22	100	-2
O=[N+]([O-])c1ccc2c(c1)CNc1ccccc1O2	97	96	2	-2	-1	-5	-4	0.0	16	95	-2
NS(=O)(=O)c1ccc(CCN=C(NS(=O)(=O)c2cccs2)c2ccccc2)cc1	102	?	23	-1	-5	-8	-3	2.4	15	99	-8

Single records (already shown). Order of screens: RGS8-Gao, RGS7-Gao, ABCG2 inh, Bcl-W Bim block, Bim-Bcl-2, Bim-Bfl-1, Bim-Bcl-XL, ABCB1 block, GSH fluor, RGS4-Gao reg, Bim-Bcl-B
Record of `CC(C)(O)C(O)COc1c2ccoc2cc2oc(=O)ccc12` (stereo not given) : 100, 101, 4, 2, -2, 1, 1, 0.7, 22, 98, 0
Record of `O=[N+]([O-])c1ccc2c(c1)CNc1ccccc1O2` : 97, 96, 2, -2, -1, -5, -4, 0.0, 16, 95, -2
